Screening data deposited in PubChem by National Center for Advancing Translational Sciences (NCATS).
PTAP TSG101 blk: blocks PTAP/TSG101 interaction to inhibit HIV-1 budding. Fluorescence polarization, FITC-PTAP peptide / Tsg101 binding. Potency, µM (titrated, usually from 115 µM), for the others: top-dose activity change, negative = inhibition, actives largely listed as inhibitors. 340,000 tested, under 10 active. AID 493005. Q99816; active means well fitted inhibition curve with a large enough effect in the main read-out, with a control signal flat, not every such curve was filed as active; inconclusive means small, poorly fitted or top-dose-only effect, or effect the other way, or a change in a side signal; inactive means no such curve, though single readings can be large or run the other way; further: potency means the concentration at half of the fitted maximal effect; % of control where 0% means no effect
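FP read-out: FITC-PTAP peptide, 50 nM final, binding Tsg101 binding domain, 10 uM final; 20 min, r.t.; 10 mM HEPES pH 7.5, 0.15 M NaCl, 0.01% Tween 20, 3 mM EDTA, 0.1 mM TCEP.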
Mito fusion yeast: inhibitors of mitochondrial division or activators of mitochondrial fusion. S. cerevisiae fusion-defective mutant growth rescue, CellTiterGlo 48 h. Potency, µM (titrated, usually from 46.1 µM), for the others: top-dose growth rescue (activation), actives largely listed as activators. 320,000 tested, 0.23% active. AID 485298;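 further: potency means the concentration at half of the fitted maximal effect; % of control where 0% means no effect; nearly all actives have a fitted effect of over 45% in size; temperature-sensitive fusion mutants such as fzo1-1 at 37 °C on non-fermentable ethanol glycerol medium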
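Read-out: ATP-based luminescence (CellTiterGlo, 10 min ambient) reporting growth of fusion-defective ts yeast after 48 hours at 37C on glycerol/ethanol YPEG medium in the presence of compound.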
TSHR antagonist: blocks TSH signaling through the human TSH receptor; activity change, negative = inhibition, % at 11.5 µM; 330,000 tested, 0.2% active; TSHR-expressing cells, TSH-stimulated cAMP HTRF, 2 h; stronger effect = lower value;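 active means activity change below a set negative limit, meaning inhibition stronger than a set level, cut at about -70% in these data; inconclusive means activity change between two set negative limits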; further: on the % scale 0 is the no-effect control and ±100 the full control effect
Target sequence (P16473 whole entry, looked up): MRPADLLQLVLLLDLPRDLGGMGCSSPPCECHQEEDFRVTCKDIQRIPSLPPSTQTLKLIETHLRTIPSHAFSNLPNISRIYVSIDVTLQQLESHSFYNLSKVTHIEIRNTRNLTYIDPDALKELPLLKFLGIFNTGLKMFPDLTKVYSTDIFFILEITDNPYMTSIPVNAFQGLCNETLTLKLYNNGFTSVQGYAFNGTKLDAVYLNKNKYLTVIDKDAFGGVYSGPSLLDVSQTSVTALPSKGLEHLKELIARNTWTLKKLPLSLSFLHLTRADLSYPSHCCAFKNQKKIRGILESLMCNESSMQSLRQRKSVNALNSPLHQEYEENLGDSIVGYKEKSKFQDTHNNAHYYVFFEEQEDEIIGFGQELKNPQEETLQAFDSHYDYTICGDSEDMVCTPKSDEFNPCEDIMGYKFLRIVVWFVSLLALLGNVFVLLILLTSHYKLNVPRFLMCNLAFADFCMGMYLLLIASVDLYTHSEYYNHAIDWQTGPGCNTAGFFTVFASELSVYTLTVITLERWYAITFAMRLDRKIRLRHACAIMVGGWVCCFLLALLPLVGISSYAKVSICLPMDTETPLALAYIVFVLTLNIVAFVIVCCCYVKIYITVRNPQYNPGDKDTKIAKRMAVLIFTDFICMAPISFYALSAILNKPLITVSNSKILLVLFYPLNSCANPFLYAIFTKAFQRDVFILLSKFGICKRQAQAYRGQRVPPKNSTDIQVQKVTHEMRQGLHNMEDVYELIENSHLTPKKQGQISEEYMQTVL
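Competitive HTRF cAMP read-out (cryptate anti-cAMP antibody, cAMP-d2; 30 min, room temperature) in freshly harvested TSHR cells. Compounds added before TSH at EC80 (4nM final), followed by 2 hours' incubation at 37 deg C.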
Menin-MLL TR inh: inhibitors of human menin-MLL interaction, mutant MLL peptide | Menin + Texas Red MLL mutant peptide, fluorescence polarization | Potency, µM (top dose mostly 61.6 µM), inactives show at the highest dose FP activity change, negative = inhibition, actives largely listed as inhibitors | O00255 | AID 1768 | 270,000 tested, 0.23% active; active means well fitted inhibition curve with a large enough effect in the polarisation, with a control signal flat, not every such curve was filed as active; inconclusive means small, poorly fitted or top-dose-only effect, or effect the other way, or a change in a side signal; inactive means no such curve, though single readings can be large or run the other way; the % refers to the polarisation; further: potency means the concentration at half of the fitted maximal effect; % of control where 0% means no effect; many of its hits are not listed in these tables
MBNL1 CUG block: blocks human MBNL1 binding to CUG repeat RNA; Q9NR56; TR-FRET MBNL1-His/biotin-(CUG)12 binding, 665/545 ratio; 280,000 tested, 0.036% active; Potency, µM (series often up to 57.5 µM), without a hit: top-dose activity change, negative = inhibition, usual class: inhibitors; active means well fitted inhibition curve with a large enough effect in the signal ratio, with a control signal flat, not every such curve was filed as active; inconclusive means small, poorly fitted or top-dose-only effect, or effect the other way, or a change in a side signal; inactive means no such curve, though single readings can be large or run the other way; the % refers to the signal ratio; further: potency means the concentration at half of the fitted maximal effect; on the % scale 0 is the no-effect control and ±100 the full control effect
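His-tagged MBNL1 binding to biotinylated (CUG)12 RNA was measured by TR-FRET using terbium anti-His antibody (0.055 ng/ul final) and streptavidin-XL665 (5 nM final). Compounds were titrated 92 nM to 58 uM; 60 min at room temperature.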
TCR activator: activators of T cell receptors. primary human leukocytes, anti-CD3, IL-2 HTRF, 48 h. Potency, µM (titrated, usually from 9.22 µM), without a hit: top-dose activation of IL-2 secretion, most hits filed as activators. 330,000 tested, under 10 active. AID 504894; further: % of control where 0% means no effect
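IL-2 release read by HTRF sandwich (Eu cryptate donor, d2 acceptor, 665 nm emission) after 48 hr exposure of primary human leukocytes to compound together with anti-CD3 beads in the absence of co-stimulatory signals.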
MLL CXXC-DNA inh: inhibitors of human MLL CXXC domain-DNA interaction; Potency, µM (top dose mostly 115 µM), for inactives: at the top dose activity change, negative = inhibition, usual class: inhibitors; Q03164; MLL-CXXC / FITC-HOXA9 DNA fluorescence polarization; 290,000 tested, 0.037% active; active means well fitted inhibition curve with a large enough effect in the polarisation, with a control signal flat, not every such curve was filed as active; inconclusive means small, poorly fitted or top-dose-only effect, or effect the other way, or a change in a side signal; inactive means no such curve, though single readings can be large or run the other way; the % refers to the polarisation; further: potency means the concentration at half of the fitted maximal effect
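Fluorescence polarization: 7 uM MLL-CXXC (stock) preincubated 5 min with compounds, then 50 nM fluorescein-HOX-A9 DNA (stock) added; 30 min ambient. Buffer 50 mM Tris-HCl pH 7.5, 50 mM NaCl, 1 mM DTT, 0.05% BSA.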
A-T KAP1 phos: potential ataxia-telangiectasia treatments restoring KAP-1 phosphorylation. AID 485349. Potency, µM (series often up to 57.5 µM), for the others: at the highest dose activation, actives largely listed as activators. 320,000 tested, 0.19% active. […] A-T fibroblasts, KAP-1 phosphorylation AlphaLISA; neocarzinostatin DNA damage 30 min before lysis; further: potency means the concentration at half of the fitted maximal effect; % of control where 0% means no effect; nearly all actives have a fitted effect of over 45% in size
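ATM-like activity read as KAP-1 phosphorylation via AlphaLISA donor/acceptor antibody pairs after lysis and 6 hr at 25C. Cells were ATM-null patient fibroblasts ([…], hTERT), dosed 60 min, then exposed to the DSB inducer NCS for 30 min.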
S-ASM inh: blocks human secretory acid sphingomyelinase. P17405. placental ASM, HMU-PC fluorogenic substrate, 60 min. Potency, µM (top dose mostly 57.5 µM), for inactives: top-dose activity change, negative = inhibition, most hits filed as inhibitors. 340,000 tested, 0.006% active. AID 504937; further: potency means the concentration at half of the fitted maximal effect
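Human placenta-derived ASM preincubated with compound 10 min at room temperature, then reacted with 9 uM (final) fluorogenic HMU-PC substrate for 60 min at 37 C. Stop solution raises pH to 10; fluorescence read at Ex 386/Em 447 nm.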
Integrin act MD: activates integrin-mediated alleviation for muscular dystrophy; 350,000 tested, 0.064% active; AID 624291; alpha7betagal myoblasts, beta-gal FDG fluorescence, 48 h; Potency, µM (series often up to 38.3 µM), without a hit: at the highest dose activation, most hits filed as activators;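 further: potency means the concentration at half of the fitted maximal effect; 100% = response of the positive control SU9516; nearly all actives have a fitted effect of over 60% in size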
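alpha7betagal+/- myoblasts (passage 13, 250/well) treated 48 h at 37C with compounds at 1:260 dilution of DMSO stock. Lysed, then beta-galactosidase activity read as FDG fluorescence (ex 480/em 540) after 30 min, with pre-read for autofluorescence.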
* = called active by the depositor; ? = inconclusive; / = not tested or not shown; [ ] = remark or other dose. Unless noted, the call rests on the fitted dose curve; in most records, active means well fitted curve in the direction sought with a large enough effect; inconclusive means small, poorly fitted or top-dose-only effect, or another doubt; inactive means no such curve, though single readings can be large; an effect the other way counts as inactive or inconclusive. Only part of the results is shown (hit frequency here may not be typical).

SMILES | PTAP TSG101 blk | Mito fusion yeast | TSHR antagonist | Menin-MLL TR inh | MBNL1 CUG block | TCR activator | MLL CXXC-DNA inh | A-T KAP1 phos | S-ASM inh | Integrin act MD
Cc1cc(C(=O)OCC(=O)Nc2c(Cl)cccc2Cl)c(C)o1 | -6% | / | -5 | / | / | -3%[46.1 µM] | / | 20% | 4% | 3%
Cc1cc(C(=O)Nc2c(C)n(C)n(-c3ccccc3)c2=O)on1 | -1% | 2% | 1 | 2% | -3% | -7% | -11% | 14% | 3% | 27%
Cc1nc2ccc(S(=O)(=O)NCC(=O)N3CCOCC3)cc2s1 | -6% | -2% | 5 | 12% | 10% | 28% | 0% | -5% | -4% | 0%
COC(=O)/C=C1/C(=O)N/C(=N\c2nc(C)cc(C)n2)N1c1ccc(OC)cc1 | -4% | -2% | -2 | 7% | -13% | -5%[46.1 µM] | 12% | 8% | 0% | -25%
OCCN(Cc1ccccc1)Cc1cccc(Cl)c1Cl | -13% | 0% | -9 | 10% | -3% | 3% | -5% | 4% | 3% | 9%
CSCC(=O)N1CCCC(N2CCN(c3cccc(C(F)(F)F)c3)CC2)C1 (stereo not drawn) | -4% | 2% | -5 | -13% | 2% | 0% | -14% | 10% | -1% | 14%
COc1ccc(N2C(=O)C3CC(C)=C(C)CC3C2=O)c(OC)c1 (stereo not drawn) | 0% | -2% | 17 | 4% | 0% | -8% | 14% | / | -1% | 20%
O=C(NNC(=O)c1ccccc1O)c1ccco1 | -2% | 2% | 3 | -8% | -20% | -2% | -3% | 1% | 2% | ?
CCc1cc(=O)n2[nH]c(C)c(-c3ccc(OC)cc3)c2n1 | -2% | 9% | 24 | -11% | -8% | / | -2% | -2% | 0% | -34%
CNc1nc(Cl)c(SC)c(NC2CCCCC2)n1 | -4% | 2% | -18 | -6% | -6% | 0% | -4% | 2% | -6% | 22%
CCOC(=O)C1CCN(C(=O)CSc2ccc(Br)cc2)CC1 | 0% | -2% | 5 | -12% | -1% | 4% | 6% | 2% | -1% | 2%
CCCC(=O)NC(c1ccco1)c1c(O)ccc2ccccc12 (stereo not drawn) | -6% | -7% | 0 | 9% | -3% | 1% | -2% | -3% | 46%[activator] | -20%
CCN(c1cccc(C)c1)S(=O)(=O)c1c(C)[nH]c(=O)[nH]c1=O | -3% | 0% | -3 | 19% | -6% | 5% | -7% | 0% | 0% | 10%
COc1cccc(CN2CCNC(=O)C2CC(=O)NCc2cn3ccc(C)cc3n2)c1OC (stereo not drawn) | -6% | 0% | -9 | / | 2% | -1% | -9% | 0% | 4% | 0%
CCNC(=O)N1CCNC(=O)C1CC(=O)Nc1ccc(C(=O)OCC)cc1 (stereo not drawn) | -2% | 0% | / | 4% | -2% | 0% | 3% | / | -1% | -2%
Cc1ccc(CNc2cc(C(=O)O)ccc2Cl)s1 | -2% | 1% | -15 | 18% | 1% | / | -7% | 20% | 2% | 29%
Cc1cc(NS(=O)(=O)c2ccc(NC(=O)CCCOc3ccccc3C)cc2)nc(C)n1 | -1% | 2% | -4 | ? | 5% | 1% | 37%[activator] | 5% | -3% | 0%
Nc1nc(CN2CCN(C(c3ccccc3)c3ccccc3)CC2)nc(Nc2ccccc2)n1 | -3% | -4% | -5 | / | 1% | -1% | 6% | -1% | 0% | -37%
Cc1cnc(C)c(N2CCC(C(=O)NCc3ccco3)CC2)n1 | -8% | -2% | -9 | 4% | 7% | -5% | 6% | 3% | 6% | 20%
Cc1cccc(C(=O)NC(=S)Nc2ccccc2C(F)(F)F)c1 | -4% | -9% | -2 | 13% | / | -6%[46.1 µM] | -9% | 2% | -3% | -21%

Part of the list above, limited to MLL CXXC-DNA inh, S-ASM inh and TCR activator:
canonical_smiles,MLL CXXC-DNA inh,S-ASM inh,TCR activator
COc1ccc(N2C(=O)C3CC(C)=C(C)CC3C2=O)c(OC)c1 (stereo not drawn),14%,-1%,-8%
O=C(NNC(=O)c1ccccc1O)c1ccco1,-3%,2%,-2%
CCc1cc(=O)n2[nH]c(C)c(-c3ccc(OC)cc3)c2n1,-2%,0%,/
CNc1nc(Cl)c(SC)c(NC2CCCCC2)n1,-4%,-6%,0%

Next structures
SMILES | PTAP TSG101 blk | Mito fusion yeast | TSHR antagonist | Menin-MLL TR inh | MBNL1 CUG block | TCR activator | MLL CXXC-DNA inh | A-T KAP1 phos | S-ASM inh | Integrin act MD
COc1ccc(Nc2oc(COc3cccc(C)c3)nc2C#N)cc1 | -3% | 9% | -1 | 7% | -3% | 2% | 8% | 6% | -10% | 5%
CC(=O)N1CCC2(CC1)CC(=O)c1cc(OCC(=O)N3CCOCC3)ccc1O2 | 4% | -3% | -2 | 1% | 13% | -6% | 3% | 2% | / | -12%
C=CCNc1nc(-c2ccccc2)nc(-n2ccnc2)n1 | 0% | 2% | 32 | -22% | 11% | 4% | 1% | 1% | -3% | 7%
CCNC(=S)NS(=O)(=O)c1ccc(CC)cc1 | 0% | -3% | 0 | -19% | -3% | 1% | 7% | -5% | -1% | 13%
OC(CNc1ccnc2cc(Cl)ccc12)CNC1CCCCC1 (stereo not drawn) | -1% | / | / | / | / | -7% | / | / | 4% | -54%[inhibitor]
Cc1ccc(-c2cc(C(=O)Nc3c(C)n(C)n(-c4ccccc4)c3=O)[nH]n2)c(O)c1C | -3% | 0% | -10 | / | -3% | 1% | 7% | -11% | -3% | -10%
CC1(C)CC(=O)C=C(c2cccc(Cl)c2O)C1 | 1% | 24% | -15 | / | / | 2% | / | 2% | -4% | 2%
COc1ccc(Nc2nc3c(C)cccc3cc2C#N)c(OC)c1 | -16% | -5% | -1 | 23% | -3% | -7%[46.1 µM] | ? | 5% | -1% | 25%
COc1ccc(S(=O)(=O)N2C3CCC2CC(NC(=O)C2CC2)C3)cc1 (stereo not drawn) | -9% | 1% | 0 | -3% | 1% | / | -11% | 0% | -3% | -28%
COc1ccc(OC)c(NC(=O)CS(=O)(=O)Cc2nc(-c3ccccc3C)oc2C)c1 | -2% | 12% | 2 | -18% | -1% | -4% | 5% | 6% | 0% | -7%
O=C(COC(=O)c1cc(Br)ccc1Cl)NC1CCCC1 | -4% | 8% | -5 | -4% | -2% | 1% | 17% | 6% | 0% | 3%
Cc1ccccc1-c1cccc([C@@H]2C[C@H]3[C@H](CON3C)CN2S(=O)(=O)c2ccccc2C)c1 | 0% | / | / | / | / | 3% | / | / | -1% | -21%
CCCCN(CCCNC(=O)CN1C(=O)COc2ccccc21)c1ccccc1 | -3% | 22% | -1 | ? | -11% | 3% | -4% | -9% | 1% | -23%
COc1cc(/C=C2\SC(N3CCc4ccccc4C3)=NC2=O)cc(OC)c1OC | -1% | 9% | 8 | -1% | 0% | 2%[46.1 µM] | -4% | 1% | 24% | -15%
O=C(NCC1CCCO1)c1cccc(S(=O)(=O)NCc2ccccc2)c1 (stereo not drawn) | -6% | -3% | -4 | 9% | 4% | -3% | 7% | 1% | -1% | -6%
O=C1C=C(Nc2ccccc2C(=O)O)c2ccccc2C1=O | 0% | -9% | 0 | / | ? | 8% | ? | -4% | -3% | -14%
Cc1ccc(Cn2ccnc2C(=O)Nc2ccccc2)cc1 | -3% | -5% | -14 | 19% | -4% | -2% | -4% | 3% | 3% | 1%
COc1ccc(NC(=O)CNS(=O)(=O)c2ccc(Cl)cc2)cc1OC | -1% | -8% | 0 | 2% | -5%[11.5 µM] | -2%[46.1 µM] | -4% | -2% | 1% | 10%
Cc1ccc(COc2cccc3c2CCN(Cc2ccc(F)cc2)C3=O)cc1 | 0% | 8% | -26 | ? | -9% | 6%[46.1 µM] | 6% | 5% | -4% | -28%
COc1ccccc1NC(=O)COC(=O)Cc1ccc(S(=O)(=O)N2CCCCC2)s1 | 5% | -2% | -6 | 15% | -1% | 4% | 8% | 3% | -2% | -7%
